All columns: NCI-60 one-dose screen, growth in % after 48 h at 10 µM unless noted; 100 = growth as untreated, 0 = no growth, -100 = all killed.
M14: M14 melanoma | 80,000 tested, 6.2% active
SK-MEL-5: SK-MEL-5 melanoma; 80,000 tested, 6.4% active; AID 1794755
MDA-MB-435: MDA-MB-435 melanoma; 82,000 tested, 7.8% active; AID 1794794
UACC-62: UACC-62 melanoma; 81,000 tested, 5.4% active; AID 1794756
A549/ATCC: A549/ATCC NSCLC | 81,000 tested, 3.7% active
UACC-257: UACC-257 melanoma. 78,000 tested, 4.4% active. AID 1794764
SK-MEL-2: SK-MEL-2 melanoma. 77,000 tested, 4.7% active. AID 1794763
SK-MEL-28: SK-MEL-28 melanoma. 81,000 tested, 4.1% active. AID 1794761
Starred values were filed as active, the others as inactive; . = no result given. Rule for the calls: active = growth percent below 10; inactive = the rest.

SMILES	M14	SK-MEL-5	MDA-MB-435	UACC-62	A549/ATCC	UACC-257	SK-MEL-2	SK-MEL-28
CCc1c(C(=O)N[C@@H](CO)Cc2ccccc2)[nH]c2ccc(Cl)cc12	93	88	108	62	86	102	95	116
O=C(N=Nc1c(O)[nH]c2ccccc12)c1cc(-c2ccccc2)on1	104	100	110	100	107	106	108	108
CC1(C)COC(c2ccccc2Cl)OC1	117	.	117	105	92	97	115	123
CCCCCC1C(=O)N2C=C(c3ccccc3)c3ccccc3N2C1=O (stereo not given)	102	101	105	96	94	98	90	106
C=CCOc1cccc(/C=C/C(=O)c2sc(N)nc2C)c1	103	98	103	87	93	104	87	106
C[C@@H](O)CC(C)(C)O	102	112	106	113	97	102	119	129
COc1ccc(C(=O)CCN(C)C)cc1	105	106	116	113	105	113	120	128
CSc1nc2ncc([N+](=O)[O-])c(=O)n2[nH]1	98	103	100	101	101	105	107	105
CCOC(=O)C1=C(C)NC(C)=C(C(=O)OCC)C1c1ccc(OC)c(OC)c1	112	97	106	103	99	102	101	113
CC(C)(C)NC(=O)c1ccc(C(=O)NC(C)(C)C)cc1	105	109	126	112	99	98	114	135
COc1c(F)cccc1/C=C/C(=O)/C=C(/C=C/c1cccc(F)c1OC)OB(F)F	92	108	95	92	94	88	102	109
O=c1[nH]c2nc(S(=O)(=O)O)nc(S(=O)(=O)O)c2[nH]1	103	105	117	102	103	109	97	104
CS(=O)(=O)c1ccc(-c2[nH]c3ccc(F)cc3c2/C=N/O)cc1	97	103	100	91	82	87	95	108
COc1ccc(C(=O)/C=C/c2ccccc2)cc1S(N)(=O)=O	83	88	97	79	66	91	90	107
Cc1nc2sc(C(=O)Nc3ccc(Cl)cc3)c(N)c2cc1C(O)c1ccccc1 (stereo not given)	20	30	-13*	18	42	46	57	57
COc1cc2ncnc(Nc3ccc4c(cnn4C(=O)Nc4ccccc4)c3)c2cc1OC	96	91	95	114	73	95	103	77
C=CCNc1ccccc1	.	102	119	90	101	102	96	100
COC(=O)c1ccc2c(c1)nc(-c1ccc(Cl)cc1)n2-c1ccc(OC)cc1	101	96	83	90	89	96	96	101
Cc1ccc(-c2cc(C(=O)N3CCN(c4cc5c(cc4F)c(=O)c(C(=O)O)cn5C4CC4)CC3)c3ccccc3n2)cc1	97	97	101	97	101	109	100	106
CSC(=N\N=C\c1ccc(Cl)cc1)/N=C/N(C)C	95	100	118	103	102	103	.	100
O=P1(NC2CCCC2)OCC2(CO1)COP(=O)(NC1CCCC1)OC2 (stereo not given)	106	109	107	100	94	108	104	113
COc1cc(-c2cnco2)ccc1OCc1c(C)c(COc2ccc(-c3cnco3)cc2OC)c(C)c(COc2ccc(-c3cnco3)cc2OC)c1C	119	100	101	96	92	97	102	108
Cc1ncc(C(O)c2ccccc2)n1Cc1ccccc1 (stereo not given)	104	97	98	98	98	108	116	97
Cc1nc2c(ccc3ccccc32)s1	98	112	115	107	99	101	.	105
Cc1nn(-c2ccccc2)cc1/C=C1\SC(N2CCCCC2)=NC1=O	93	69	92	78	90	99	94	108
NC(N)=NS(=O)(=O)c1ccc(NC2=C(I)C(=O)c3ncccc3C2=O)cc1	111	98	109	94	106	97	106	135
CCN1CCCC1CNC(=O)c1cc(S(=O)(=O)CC)c(N)cc1OC (stereo not given)	107	93	106	101	104	113	101	98
O=C1/C(=C/c2ccc(-c3ccc(Br)cc3)o2)SC(=S)N1CCCN1CCOCC1	105	101	106	97	107	103	104	112
N#C/C(=C\c1ccco1)C(=O)Nc1ncc(Cc2ccc(Cl)cc2)s1	91	99	81	68	96	96	97	102
COC(=O)C1(CC(=O)c2ccc3ccccc3c2)NC(=S)NC(=O)C1C#N (stereo not given)	115	95	105	99	112	110	101	116
CN(C)C(=S)SCCCCCC(=O)O	102	98	105	100	89	.	104	110
Nc1nc(-c2ccccc2)cc(-c2cc3ccccc3nc2Cl)n1	84	93	95	83	91	98	97	103
Cc1cc(Cl)c(C)c(C)c1O	102	109	104	105	109	113	101	108
Cc1ccc(S(=O)(=O)NCCNc2nccc(-c3c(-c4ccc(F)cc4)nc4sccn34)n2)cc1	55	51	26	59	31	66	.	73
O=C(Oc1ccccc1)N1CCCCC1	108	103	111	109	98	102	105	103
Nc1cc2ccccc2c(=O)n1NC(=O)c1cccc(Br)c1	93	97	105	86	97	103	102	103
COc1cc(CNC(=O)/C=C/C=C/c2ccc3c(c2)OCO3)ccc1OCc1cn(-c2cccc(Cl)c2)nn1	.	.	87	63	80	75	95	77
CCN=C1Cn2c(nc3scc(-c4ccccc4)c3c2=O)CN1CC	102	95	105	100	99	115	118	108
CC1=NC(COC(=O)Nc2ccccc2)C(=O)N(CC(=O)NCCC(C)C)c2ccccc21 (stereo not given)	105	.	99	108	100	92	119	101
Cc1c(Cl)ccc2c(C(=O)O)cc(-c3ccccc3)nc12	89	96	97	82	105	95	116	98

A few values from the results shown:
`COc1cc(CNC(=O)/C=C/C=C/c2ccc3c(c2)OCO3)ccc1OCc1cn(-c2cccc(Cl)c2)nn1` in UACC-62 shows 63
`O=c1[nH]c2nc(S(=O)(=O)O)nc(S(=O)(=O)O)c2[nH]1` in SK-MEL-28 shows 104
`CCc1c(C(=O)N[C@@H](CO)Cc2ccccc2)[nH]c2ccc(Cl)cc12` in SK-MEL-2 shows 95

The results go on:
SMILES	M14	SK-MEL-5	MDA-MB-435	UACC-62	A549/ATCC	UACC-257	SK-MEL-2	SK-MEL-28
N#CC1=C(N)Oc2c(ccc3ccccc23)C1c1c[nH]c2ccccc12 (stereo not given)	98	90	100	85	106	104	91	110
COc1ccc2ccccc2c1Cc1ccc(N(C)C)cc1Cl	103	114	120	108	97	103	120	108
Nc1nc(SCc2ccccc2)c2ncn(CCO)c2n1	114	102	106	103	93	105	109	115
CCc1nc(Cl)nc(Cl)n1	113	108	100	117	106	109	109	116
COc1cccc(/C(C)=C(\C)C2CC2CCNS(=O)(=O)c2ccc(C)cc2)c1 (stereo not given)	90	64	88	66	82	76	92	92
Fc1cccc(-c2ncc(-c3ccccc3)o2)c1	104	94	.	96	.	97	123	102
COc1ccc(C(=O)CC(C(=O)O)c2ccc(OC)c(OC)c2)cc1OC (stereo not given)	128	99	106	101	98	104	103	100
O=C(Cc1ccccc1)Nc1nnc(NC2CCN(c3nnc(NC(=O)Cc4ccccc4)s3)CC2)s1	85	99	102	89	34	.	122	107
COc1ccc(Nc2n[nH]c(-c3cccs3)c2C#N)cc1	92	98	82	71	98	100	110	91
O=C(/C=C/c1ccncc1F)c1ccc(N2CCNCC2)cc1	96	101	102	92	79	71	92	116
COc1ccc(Nc2nc3n(c(=O)c2C#N)-c2ccccc2Sc2ccccc2-3)cc1	92	77	90	81	82	89	84	100
O=c1[nH]nc(-c2ccc(Cl)c(Cl)c2)cc1Cc1ccccc1[N+](=O)[O-]	104	102	98	97	104	94	119	107
Nc1ncnc2c1N=C(c1ccccc1)CC(c1sc(Cl)nc1Cl)N2 (stereo not given)	112	95	90	92	90	99	.	102
ClC1CCC(c2ccccc2)CC1 (stereo not given)	106	103	103	.	89	84	89	116
COc1ccc2c(c1)O/C(=C\c1cccc(OCC(=O)c3ccc([N+](=O)[O-])cc3)c1)C2=O	107	139	92	69	99	101	87	109
COc1ccc(-c2cc(NC(=O)Nc3ccccn3)no2)cc1	102	95	94	93	95	110	99	104
CC(=O)N1c2c(C(=O)N3CCCCC3)cnn2CC1c1ccccc1 (stereo not given)	107	106	102	96	100	104	114	105
O=C1NC(c2ccc(Cl)cc2)N=C2C(c3ccc(Cl)cc3)=NOC12 (stereo not given)	99	99	104	81	69	97	111	114
Fc1ccc2nc(Cl)c(Cn3nnnc3Cc3ccccc3)cc2c1	81	70	77	54	86	.	86	91
COc1ccc(N=Cc2c(-c3ccc(S(C)(=O)=O)cc3)nc3ccccn23)cc1	106	97	90	89	89	96	108	98

Given field by field: entries from further up.
COc1ccc(-c2cc(NC(=O)Nc3ccccn3)no2)cc1
  M14: 102	SK-MEL-5: 95	MDA-MB-435: 94	UACC-62: 93	A549/ATCC: 95	UACC-257: 110	SK-MEL-2: 99	SK-MEL-28: 104
CC(=O)N1c2c(C(=O)N3CCCCC3)cnn2CC1c1ccccc1 (stereo not given)
  M14: 107	SK-MEL-5: 106	MDA-MB-435: 102	UACC-62: 96	A549/ATCC: 100	UACC-257: 104	SK-MEL-2: 114	SK-MEL-28: 105

Another view of part of the listing above.
structure,M14,SK-MEL-5,MDA-MB-435,UACC-62,A549/ATCC,UACC-257,SK-MEL-2,SK-MEL-28
O=C1/C(=C/c2ccc(-c3ccc(Br)cc3)o2)SC(=S)N1CCCN1CCOCC1,105,101,106,97,107,103,104,112
N#C/C(=C\c1ccco1)C(=O)Nc1ncc(Cc2ccc(Cl)cc2)s1,91,99,81,68,96,96,97,102
COC(=O)C1(CC(=O)c2ccc3ccccc3c2)NC(=S)NC(=O)C1C#N (stereo not given),115,95,105,99,112,110,101,116
CN(C)C(=S)SCCCCCC(=O)O,102,98,105,100,89,.,104,110
Nc1nc(-c2ccccc2)cc(-c2cc3ccccc3nc2Cl)n1,84,93,95,83,91,98,97,103

2 records drawn at random from the list so far, as already listed:
SMILES	M14	SK-MEL-5	MDA-MB-435	UACC-62	A549/ATCC	UACC-257	SK-MEL-2	SK-MEL-28
Cc1ncc(C(O)c2ccccc2)n1Cc1ccccc1 (stereo not given)	104	97	98	98	98	108	116	97
Cc1ccc(S(=O)(=O)NCCNc2nccc(-c3c(-c4ccc(F)cc4)nc4sccn34)n2)cc1	55	51	26	59	31	66	.	73

Other records.
SMILES	M14	SK-MEL-5	MDA-MB-435	UACC-62	A549/ATCC	UACC-257	SK-MEL-2	SK-MEL-28
O=c1[nH]c(O)c(/C=N/C(=S)Nc2ccc(S(=O)(=O)Nc3nccs3)cc2)c(=O)[nH]1	105	102	106	95	96	99	100	112
CCC(C)C1CCC(O)CC1 (stereo not given)	99	.	103	104	103	103	104	106
CCC(C)(C)CO	94	99	98	98	100	84	120	.
CSc1ncnc2c1cnn2-c1ccc(S(N)(=O)=O)cc1	115	108	96	98	96	93	95	101
O=C(O)c1cccc2c1Cc1cc(Cl)ccc1-2	105	105	109	107	115	113	97	119
Nc1nc(=S)c2ncn(C3OC(COC(=O)c4ccc(Cl)cc4)C(OC(=O)c4ccc(Cl)cc4)C3OC(=O)c3ccc(Cl)cc3)c2[nH]1 (stereo not given)	99	66	103	94	98	.	94	82
CCN1CC2(S/C(=N\Nc3ccccc3)N(C)C2=O)C2(C1)C(=O)N(C)c1ccccc12 (stereo not given)	100	100	104	85	96	109	.	102
CC(=O)Nc1ncc(Cc2ccc(Cl)cc2)s1	96	98	93	71	89	98	106	111
NC(=O)NC1CCCCC1	100	102	98	107	95	88	91	101
CN(CCCO)Cc1ccccc1	97	115	106	113	106	107	97	114
CC(O)COC(C)COC(C)c1ccccc1 (stereo not given)	98	126	122	96	101	93	89	117
O=c1cc(C(O)CC[N+](=O)[O-])c2cc(Cl)ccc2o1 (stereo not given)	99	100	99	97	86	86	101	110
CCCCN(CCCC)c1cc(OCC)ccc1OCC	106	105	126	91	97	91	.	126
COc1ccc(CC(=O)n2cccc2)cc1	106	104	108	112	105	104	101	105
O=S(=O)(Nc1ccc(Cl)cc1)c1ccc(-c2nnc(C3CCCCC3)o2)cc1	95	97	98	78	88	85	115	100
COc1cc(-c2ccc(N=Nc3ccc4c(S(=O)(=O)O)cc(S(=O)(=O)O)c(N)c4c3O)c(OC)c2)ccc1N=Nc1ccc2c(S(=O)(=O)O)cc(S(=O)(=O)O)c(N)c2c1O	99	101	99	91	97	99	92	100
COc1cc(NS(C)(=O)=O)ccc1N	109	100	92	106	102	108	104	104
Nc1nc(O)c(/C=C2/C(C(=O)O)=Nc3ccc(Cl)cc32)s1	99	103	101	96	100	102	106	109
Nc1ccc(Cl)nn1	99	105	98	104	93	.	102	110
COC(=O)c1cncn1Cc1ccccc1	99	111	104	100	99	101	105	107
O=C(/C=C/Nc1ccc(S(=O)(=O)Nc2ncccn2)cc1)c1cc2cc(Br)ccc2oc1=O	102	112	110	102	104	101	115	118
COc1ccc(CN2CCOC2=O)cc1OC	103	98	106	93	104	16	111	122
Cc1cncc(C)c1	100	103	111	104	96	103	124	103
CC(C)CC(C)NC(=O)CCCl (stereo not given)	104	107	101	102	98	100	121	102
Cc1nc(NC(C)C(=O)O)c2ccccc2n1 (stereo not given)	95	.	99	103	94	84	105	105
Cc1ccc(S(=O)(=O)c2nc(S(=O)(=O)c3ccc(C)cc3)c(NC(C)C)s2)cc1	105	89	92	57	89	105	99	103
C=CCn1cccc1/C=C1\SC(=S)NC1=S	97	94	56	72	105	101	96	72
COc1ccc2nc3sc(C(=O)Nc4ccc(C(=O)/C=C/c5ccc(OC)c(OC)c5)cc4)cc3cc2c1	102	95	100	96	107	110	111	103
COC(=O)c1ccc2c(c1)C(=O)N(c1ccc(S(N)(=O)=O)cc1)C2=O	96	99	107	102	95	93	102	111
CC(C)(C)OC(=O)CN1CCc2c(sc3ncnc(N/N=C/c4ccccc4Br)c23)C1	73	55	80	40	78	93	87	91
O=C(N/N=C/c1ccccc1Cl)c1ccc(Br)o1	112	92	110	106	115	86	117	104
COc1ccc(C2CC(c3ccccc3)=Nc3ccccc3S2)cc1 (stereo not given)	106	94	99	98	111	103	86	98
C[C@]12C=CC(=O)C=C1CCC1C2[C@@H](O)C[C@@]2(C)C1CC[C@]2(O)C(=O)CO (stereo not given in full)	92	93	107	.	69	97	92	104
CCCCCCc1ccc(/C=C/C(OC)OC)cc1	105	98	105	97	107	110	102	110
O=C1/C(=C/c2ccccc2[N+](=O)[O-])COc2ccc(O)cc21	-11*	59	-34*	2.2*	54	0.9*	57	-5.8*
C=C1C(=O)O[C@H]2[C@H]1CC/C(COC(=O)c1ccccc1)=C\CC[C@@]1(C)O[C@@H]21	-32*	12	-3.7*	-67*	23	30	15	-34*

Not a hit list; overall some 11% were active at least once.
